Source: PubChem
Calb biofilm kill: clotrimazole potentiators killing Candida biofilms, primary screen, with clotrimazole, Alamar Blue; C. albicans biofilm + clotrimazole; inhibition, % at 6 µM; 85,000 compounds, 0.14% hits; AID 834, 2007;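 active = inhibition above 20%; inactive = inhibition below 20%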;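 also: preformed 24 hr biofilms exposed to compound for 48 hr; 0% = biofilm without compound and 100% = blank killed by clotrimazole plus chlorhexidine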
cytoskel mod: modifiers of F-actin cytoskeleton organization, primary screen, imaging, HUVEC, phalloidin staining, high-content imaging; HUVEC TNFa F-actin phalloidin imaging; inhibition, % at 2 µM; 91,000 compounds, 0.18% hits; AID 836, 2007;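 active = inhibition above the batch mean plus 3 SD and confirmed as a hit by visual image inspection, cut at about 30% in these data, passing the limit was not always enough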; also: strong numbers were not always called active
TNFa cytotox: cytotoxicity in TNFa-stimulated HUVEC, primary screen, cytotoxicity control for VCAM1 expression modulator project, imaging, Hoechst nuclei count | 93,000 compounds, 0.17% hits | AID 848, 2007 | cell count reduction, % at 2 µM | HUVEC TNFalpha-stimulated, Hoechst cell count;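 active = cell count reduction exceeding the screen mean by over 5 SD, scaled to untreated wells per plate, cut at about 78% in these data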;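 also: cells counted after 24 h of TNF alpha exposure following the 1 h pretreatment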
HUVEC tox IL1B: cytotoxicity in IL-1B stimulated HUVEC, primary screen, cytotoxicity control for IL-1B NFkB translocation project, imaging, Hoechst nuclear count, IL-1B stimulus | HUVEC cell count loss | cell count reduction, % at 2 µM | 94,000 compounds, 0.41% hits | AID 845, 2007;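 active = cell count reduction more than 3 SD above the screen-wide mean, cut at about 70% in these data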;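 also: normalized per plate to untreated control cells as the no-loss baseline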
Smad3 inh: Smad3/FoxH1 peptide binding inhibitors, primary screen, biochemical, TR-FRET | 88,000 compounds, 0.29% hits | inhibition, % at 25 µM | TR-FRET Smad3/Dy647-FoxH1 peptide binding, europium anti-His | AID 630, 2007;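 active = compounds that reduce the energy-transfer binding signal between the protein and its labelled peptide by more than half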;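 also: 0% = Smad3 plus labelled peptide maximal FRET and 100% = peptide-only background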
Target sequence (P84022 whole entry, looked up): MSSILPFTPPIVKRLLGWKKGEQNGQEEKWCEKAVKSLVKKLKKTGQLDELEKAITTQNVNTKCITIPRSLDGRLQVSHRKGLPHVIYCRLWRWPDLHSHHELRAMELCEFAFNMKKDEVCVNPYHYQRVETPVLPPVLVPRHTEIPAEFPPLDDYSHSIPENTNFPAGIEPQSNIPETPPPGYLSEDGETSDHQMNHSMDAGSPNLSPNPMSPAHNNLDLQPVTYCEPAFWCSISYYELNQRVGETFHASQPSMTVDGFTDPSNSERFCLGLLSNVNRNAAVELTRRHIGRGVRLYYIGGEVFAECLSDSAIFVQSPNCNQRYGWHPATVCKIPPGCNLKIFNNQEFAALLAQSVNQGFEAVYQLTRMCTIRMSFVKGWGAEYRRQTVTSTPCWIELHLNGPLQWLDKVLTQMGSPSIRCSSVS
MT1-MMP txn act: MT1-MMP promoter reporter activation – cell-based, luciferase luminescence, primary screen | activation factor at 10 µM | 86,000 compounds, 0.16% hits | AID 750, 2007 | HT1080 MT1-MMP promoter luciferase reporter, overnight; stronger effect = higher value;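 active = activation factor of at least 2 for MT1-MMP transcription at 10 µM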
DAT uptake mod: changed hDAT dopamine uptake under cocaine IC80, either direction, primary screen, cocaine antagonist project, cell-based, LLC-PK1 hDAT, [14C]-dopamine uptake, MLSMR | Sodium-dependent dopamine transporter (Homo sapiens), Q01959 | 110,000 compounds, 1.3% hits | LLC-PK1 hDAT cells, [14C]-dopamine uptake with cocaine IC80; actives deviate in either direction | B-score at 10 µM;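 active = Z score or B-score, a plate-position-corrected score, falls beyond the plate's 99.7% confidence bounds, in either direction; inactive = both scores lie inside the 99.7% bounds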;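 also: scored against the spread of the other compound wells on the same plate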
Target sequence (Q01959 whole entry, looked up): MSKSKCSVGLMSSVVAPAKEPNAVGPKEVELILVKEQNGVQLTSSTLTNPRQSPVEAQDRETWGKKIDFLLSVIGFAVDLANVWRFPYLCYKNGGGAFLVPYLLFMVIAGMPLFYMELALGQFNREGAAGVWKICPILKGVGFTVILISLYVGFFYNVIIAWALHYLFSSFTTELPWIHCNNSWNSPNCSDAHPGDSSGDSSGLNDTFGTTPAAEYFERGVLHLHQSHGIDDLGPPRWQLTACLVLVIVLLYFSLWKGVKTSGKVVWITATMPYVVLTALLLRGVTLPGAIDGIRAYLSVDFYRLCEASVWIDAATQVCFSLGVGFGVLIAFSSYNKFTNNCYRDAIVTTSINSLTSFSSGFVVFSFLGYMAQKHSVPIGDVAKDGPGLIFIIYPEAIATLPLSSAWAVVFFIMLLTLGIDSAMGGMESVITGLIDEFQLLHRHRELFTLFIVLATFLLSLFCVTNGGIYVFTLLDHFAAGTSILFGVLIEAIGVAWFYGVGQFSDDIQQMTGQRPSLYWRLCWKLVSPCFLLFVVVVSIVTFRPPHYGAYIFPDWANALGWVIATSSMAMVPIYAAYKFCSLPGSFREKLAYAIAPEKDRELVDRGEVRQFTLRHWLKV
LYP inh 2: PTPN22 phosphatase inhibitors, primary screen, biochemical, DiFMUP fluorescence, 2 µM; AID 640, 2007; recombinant LYP catalytic domain; inhibition, % at 2 µM; Tyrosine-protein phosphatase non-receptor type 22 (Homo sapiens), Q9Y2R2; 96,000 compounds, 0.21% hits;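 active = inhibition at 2 µM at or above a set limit, the screen mean plus 3 SD, cut at about 24% in these data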;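 also: 0% = DMSO with enzyme and 100% = enzyme fully blocked by orthovanadate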
VCAM1 TNFa inh: inhibitors of TNFa-induced VCAM1 expression, primary screen, imaging, HUVEC, TNFa stimulus, immunofluorescence; HUVEC TNFa-induced VCAM-1 immunofluorescence, high-content imaging; inhibition, % at 2 µM; 95,000 compounds, 0.48% hits; AID 802, 2007;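 active = inhibition above the batch mean plus 3 SD, with images confirmed as a hit by eye, cut at about 37% in these data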;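 also: 0% = TNF-stimulated DMSO wells and 100% = unstimulated control wells; not every result past the cut was called active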
* marks the source's active call; other numbers are inactive results; . = no result given; [ ] = dose if it differs, or a comment. These rows are one share of the data; the hit share may differ from the screen's.

Screens in order: Calb biofilm kill	cytoskel mod	TNFa cytotox	HUVEC tox IL1B	Smad3 inh	MT1-MMP txn act	DAT uptake mod	LYP inh 2	VCAM1 TNFa inh
CC(C)Cc1nc(N2CCOCC2)c(C#N)c2c1COC(C)(C)C2
 : 1	2	-35	-6	12	1	-0.54	-6	-20
CCNC(=O)CN(c1ccccc1)S(=O)(=O)c1ccc(Cl)cc1
 : 4	-16	-9	-61	6	1.3	0.26	3	-6
COC(=O)CCCCC1SCC(NC(=O)OC)C1NC(=O)OC (stereo unspecified)
 : .	9	-24	17	3	1	-0.92	-6	-17
COc1ccc(C2C(C(=O)OCC(=O)Nc3ccc(C)cc3)CCC(=O)N2c2ccc(OC)cc2)cc1 (stereo unspecified)
 : 3	1	-11	11	1	.	1.2	8	0
CC(C)n1nc(C(=O)Nc2nnc(SCc3c(Cl)cccc3Cl)s2)c2ccccc2c1=O
 : 5	-12	2	25	5	1.1	-0.72	-4	6
Cc1ccccc1-c1nc(CS(=O)(=O)CC(=O)N(C)C2CCCCC2)c(C)o1
 : 5	9	-8	-22	2	1.1	0.64	3	10
COc1cc(C)c(C(C)C)cc1S(=O)(=O)n1ccnc1
 : 1	-19	6	-7	3	1.2	-0.4	-11	15
CCn1cc(CNC(=O)CCc2ccc(OC)cc2)cn1
 : 3	2	-53	-5	0	1	-0.29	1	7
O=C(Nc1cccnc1)C1(c2ccccc2)CCCC1
 : 4	-1	-12	4	0	.	-0.7	-7	6
Cc1csc(NC(=O)CSc2nnc(-c3ccc(Cl)cc3)n2N)n1
 : 0	0	0	-5	2[fluorescence artefact?]	1.1	0.95	-7	3
CC(=O)c1cccc(NC(=O)c2csc(-n3nc(C)cc3C(F)(F)F)n2)c1
 : .	-8	-10	15	.	.	-0.91	-1	-2
Cc1cc(C)nc(NC(=O)CSc2nc3ccccc3o2)n1
 : 9	.	1	-1	7	1.4	1.1	17	8
CCN1CCC(NC(=O)c2cc(OC)c(OC)cc2OC)CC1
 : 9	4	11	-13	10	1.1	0.0084	9	1
CC(=O)N1CCN(c2nc(-c3ccco3)c3c(c2C#N)CC(C)(C)SC3)CC1
 : .	17	-9	-9	.	.	0.025	6	10
Cc1ccc(S(=O)(=O)/C(C#N)=C/c2c[nH]c3ccccc23)cc1
 : .	11	-16	8	.	.	-0.78	6	18

Exported tab-delimited: entries from further up
SMILES	Calb biofilm kill	cytoskel mod	TNFa cytotox	HUVEC tox IL1B	Smad3 inh	MT1-MMP txn act	DAT uptake mod	LYP inh 2	VCAM1 TNFa inh
O=C(Nc1cccnc1)C1(c2ccccc2)CCCC1	4	-1	-12	4	0	.	-0.7	-7	6
Cc1csc(NC(=O)CSc2nnc(-c3ccc(Cl)cc3)n2N)n1	0	0	0	-5	2[fluorescence artefact?]	1.1	0.95	-7	3

Continuation:
Screens in order: Calb biofilm kill	cytoskel mod	TNFa cytotox	HUVEC tox IL1B	Smad3 inh	MT1-MMP txn act	DAT uptake mod	LYP inh 2	VCAM1 TNFa inh
C=CCn1c(SCC(=O)c2ccc(Br)cc2)nnc1C(C)NC(=O)Cc1ccc(OC)cc1 (stereo unspecified)
 : 2	0	-16	10	-2	1	-0.99	-9	12
CC(C)CC(NC(=O)C1CCC(C)CC1)C(=O)N1CCN(c2ccccn2)CC1 (stereo unspecified)
 : 4	-5	9	12	-6	1.2	0.98	-5	23
Oc1ccc2ccccc2c1CN1CCN(c2ccccc2F)CC1
 : 14	0	46	6	-8	1.1	0.55	-5	16
CC(=O)c1nn(-c2cccc(Br)c2)cc1C(=O)c1ccccc1
 : .	10	-14	-18	.	.	-0.98	7	12
COc1ccc(Oc2cc(F)nc(N)n2)cc1
 : .	6	0	-30	.	.	-0.04	2	-2
O=C(CCc1ccc(S(=O)(=O)N2CCOCC2)cc1)Nc1cc(Cl)ccc1N1CCOCC1
 : .	-10	-12	-28	.	1	-0.0099	-4	1
COc1ccc(CNC(=O)CN2CCC(C(=O)c3ccc(OC)cc3)CC2)cc1
 : -1	-18	-17	27	6	0.9	-0.15	0	2
O=C(CCCSc1nc2sc3c(c2c(=O)[nH]1)CCC3)NCCCO
 : .	4	8	16	.	1	0.74	-7	5
O=C(COc1ccc2ccccc2c1)NC1=NCCS1
 : .	19	-3	-4	.	.	-0.28	-3	-18
CCOC(=O)Cc1c(C)nc2cc(C)nn2c1C
 : 3	54	-22	0	12	1.3	0.12	8	3
CCOc1ccc(C(=O)NCC(=O)OCC(=O)N2CCCCC2)cc1
 : .	-2	20	13	.	.	-1.3	2	26
NC(=O)C1CCN(Cc2nc(-c3ccccc3)no2)CC1
 : 6	38	-22	30	-5	1.3	2.2	-9	8
Cc1cc(NC(=O)c2cccc(S(=O)(=O)N3CCCCCC3)c2)n(-c2ccccn2)n1
 : 7	48	20	-2	5	1	-0.05	2	-11
CC(C)C(=O)N1CCC(c2nc(-c3ccc(S(=O)(=O)N4CCCC4)cc3)no2)CC1
 : .	-15	-9	0	.	.	0.88	22	15
CCCOc1ccc(/C(O)=C2/C(=O)C(=O)N(CCN(C)C)C2c2ccc(OC)c(OC)c2)cc1 (stereo unspecified)
 : 7	.	.	21	0	1.2	-0.28	0	.
Cc1n[nH]c(=S)n1/N=C/c1ccc(OCc2ccc(Cl)cc2)cc1
 : .	4	1	-11	.	.	0.85	8	19
CN(CCCNC(=O)C1CCCN(S(=O)(=O)c2cnc[nH]2)C1)c1ccccc1 (stereo unspecified)
 : 0	10	-27	19	7	1.1	-0.098	-5	17
NC(N)=NC(N)=NCCc1ccccc1
 : 1	.	.	.	1	1	-0.17	.	.
CC(=O)Nc1nc2n(n1)C(c1ccc(F)cc1)C=C(c1ccccc1)N2 (stereo unspecified)
 : 3	38*	-9	-1	11	1.1	0.23	-4	10
Cc1noc(C(=O)NCc2ccccc2)c1Cl
 : 8	-6	-27	1	-10	.	-1.8	-3	-1
Cc1ccc(C)c(NC(=O)CSc2nnc([C@@H]3CCCN3C(=O)OC(C)(C)C)o2)c1
 : 7	-7	-16	-4	-8	1.1	-0.33	3	8
COc1cc2c(cc1OC)-c1nnc(-c3cccs3)n1C(C)(C)C2
 : 5	-2	-7	12	0	1	0.33	-18	7
CCCCCC(=O)N(O)C1CC(=O)N(c2ccccc2)C1=O (stereo unspecified)
 : 10	8	3	35	2[fluorescence artefact?]	1.2	-0.27	-2	-20
CN(C(=O)CSc1nnc2ccccn12)C1CCS(=O)(=O)C1 (stereo unspecified)
 : 2	18	-5	3	-4	1.3	0.96	1	-9
COC(=O)c1sc(=S)sc1C(=O)OC
 : 3	-37	-8	-11	12	1.1	0.21	-7	-2
N#Cc1c(C(F)(F)F)cc(-c2ccccc2)nc1SCc1nc(N)nc(N2CCOCC2)n1
 : -7	.	.	.	3[fluorescence artefact?]	1.2	-0.048	.	.
O=C(COc1ccc(F)cc1)NCC1CCCO1 (stereo unspecified)
 : 10	-1	22	-19	-9	1.2	0.3	-12	-6
COc1ccc(C(NC(C)=O)c2ccc3cccnc3c2O)c(OC)c1 (stereo unspecified)
 : 4	.	.	.	2	0.5	1*	.	.
Cc1c(Cl)c([N+](=O)[O-])nn1CC(=O)NC(C)C1CC2CCC1C2 (stereo unspecified)
 : .	-1	-9	-8	.	.	0.77	-1	-38
COc1ccc(C2CC(=O)N3C(=C2C#N)SCC3(O)c2ccccc2)cc1 (stereo unspecified)
 : 7	-1	-22	-2	11	1.3	-0.33	-7	21
Cc1ccc(SCCC(=O)NC(C)C)cc1
 : 5	-7	-15	0	6	1.1	-0.53	-2	12
CCN(CC)C(=O)C1CCCN(C(=O)Nc2ccccc2)C1 (stereo unspecified)
 : -3	-5	14	3	3	1	-0.077	5	-4
CC(C)OCCCN1C(=O)c2ccccc2C1C(=O)NC1CCCCC1 (stereo unspecified)
 : 1	-49	5	14	8	1.2	0.027	-6	-8
CCNc1nc(NC(C)C)nc(Oc2ccc(/C=N/O)cc2)n1
 : -3	.	31	-17	4	1	1.3	-2	-1
O=C1OCc2cc(NC(=O)C3CCCO3)ccc21 (stereo unspecified)
 : 5	-37	16	24	-7	1.2	-1.4	-5	-6
CC1CCCN(c2c([N+](=O)[O-])c(=O)oc3ccccc23)C1 (stereo unspecified)
 : .	-35	15	28	.	.	-2.7*	16	0
Cc1csc(NC(=O)c2cc3c(s2)CCC3)n1
 : 5	-6	-12	-1	13	0.3	1.9	3	16
CCOC(=O)c1c(N2C(=O)C3C4C=CC(O4)C3C2=O)sc2c1CCCC2 (stereo unspecified)
 : 7	-2	-17	19	2	.	.	6	20
CN(C)c1ccc(/C=N/N=C2/NC(=O)/C(=C/c3ccc([N+](=O)[O-])cc3)S2)cc1
 : .	-7	-1	12	.	.	.	25*	-2
Cc1nn(-c2ccccc2)c(N)c1C(O)(CSc1nccn1C)C(F)(F)F (stereo unspecified)
 : .	-4	5	-19	.	.	-0.82	1	9
COc1cc2c(cc1OC)C(C)N(C(=O)Cn1ncc3c1-c1ccccc1OC3)CC2 (stereo unspecified)
 : 12	-8	1	18	6	1	1.7	-3	5
COCc1nnc(NC(=O)CSc2ccc(C)cc2)s1
 : 6	8	-12	5	5	1.1	-1.1	4	4
Cc1ccc(SCCNC(=O)/C=C/c2ccccc2Cl)cc1
 : .	-4	.	15	.	.	0.21	11	-7
Cc1ccc(S(=O)(=O)N2c3ccccc3NC(=O)C2CC(=O)Nc2ccccc2)cc1 (stereo unspecified)
 : 6	5	-28	-142	-4[fluorescence artefact?]	1	-0.46	-12	11
CCN1CCn2c1nc(N1CCCCC1)nc2=O
 : 3	-12	-11	-27	-8	1.1	-0.054	-10	16
CCN1CCN(CC(=O)c2c[nH]c3ccccc23)CC1
 : .	-16	2	-5	.	.	-0.17	0	12
Cn1c(=O)cc(SCC(=O)N2CCN(Cc3ccc4c(c3)OCO4)CC2)c2ccccc21
 : 8	-16	0	-1	33[fluorescence artefact?]	1.2	-0.78	-2	33
COc1ccc(-n2c(Cc3cc(=O)[nH]c(=O)[nH]3)nnc2SCC(=O)N2CCC(C)CC2)cc1
 : 8	-1	-32	4	-5	1.1	-0.58	-6	-1
C=CCN1C(=O)C(CC(=O)Nc2ccc(OC)cc2)N(Cc2ccco2)C1=S (stereo unspecified)
 : .	-7	.	-8	.	.	0.19	-2	12
Cc1nn2c(N)c(C#N)cnc2c1-c1ccccc1
 : 4	-7	.	-40	8	1.2	-0.99	0	-28
CN(C)c1nc2n(c(=O)n1)CCO2
 : 6	4	.	17	-1	1.1	-0.015	8	.
CCCCOC(=O)C1=C(C)Nc2ncnn2C1c1cc(OC)c(OC)cc1OC (stereo unspecified)
 : 2	-9	-7	-2	10	1	0.25	-12	10
CCOC(=O)c1c(NC(=O)CSc2nnc(CNc3ccc(Cl)cc3)o2)sc(C)c1C
 : 2	33	-37	-13	1	1	-0.46	-1	8
C/C(=N/OC(=O)c1ccc(C)cc1)c1cccs1
 : .	3	-10	-8	.	.	-0.0063	13	5
Cc1nc2ccccc2c2oc(C(=O)NCCCN3CCCC3=O)cc12
 : 4	.	.	.	5	1	1.4	.	.
